MgcRacGAP inhibition: MgcRacGAP GTPase-activating activity inhibitors, confirmation, biochemical, ADP Hunter fluorescence; actives 0.6% (n = 340,000); MgcRacGAP-stimulated Rac1 GTP hydrolysis, ADP Hunter fluorescence; higher % means a stronger effect; GST-tagged Rac1 F28L mutant substrate; inhibition, % at 30 µM; hits with a dose series show IC50 in µM; AID 624330;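 active means first-screen hits whose inhibition reached a set limit at any dose in the follow-up dose series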;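 further: fluorescence reports GDP produced by GAP-driven GTP hydrolysis; strong numbers were not always called active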
Salmonella PhoP GFP: inhibitors of PhoP regulon expression, primary screen, Salmonella Typhimurium, GFP reporter (AID 1863); S. Typhimurium PhoP-regulated promoter GFP reporter, 4 h; higher % means a stronger effect; inhibition, % at 50 µM, or IC50 in µM where a hit was titrated; actives 0.16% (n = 300,000);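 active means inhibition over 29.93%, a cutoff 3 SD above the screen mean, later confirmed by dose response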;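 further: 0% = low Mg2+ inducing control and 100% = high Mg2+ repressing control; strong numbers were not always called active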
GPR55 LPI antagonism: inhibition of LPI-stimulated GPR55 beta-arrestin translocation – imaging, U2OS, beta-arrestin-GFP, LPI agonist, primary screen (AID 2013) | U2OS GPR55 beta-arrestin-GFP translocation imaging, LPI antagonism; higher % means a stronger effect | inhibition, % at 10 µM; hits with a dose series show IC50 in µM | actives 0.13% (n = 290,000);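 active means spots per cell inhibited over 60%, with over 100 cells counted and total cytoplasm intensity under 500,000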;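 further: U2OS cells stably carrying GPR55 and arrestin-GFP stimulated by 5 µM LPI near EC80; imaged beta-arrestin-GFP aggregate spots per cell after agonist stimulation; plate controls were LPI-stimulated DMSO wells for no effect and DMSO wells without LPI for full effect; some results filed as inactive read as strong as hits; confirmed hits need IC50 under 10 µM and bright autofluorescent wells are also inconclusive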
HIV peptide binding: inhibitors of HIV fusion peptide binding, primary screen, biochemical, uHTS, fluorescence dequenching (AID 1986) | cell-free peptide binding, fluorescence dequenching, 30 min; higher % means a stronger effect | inhibition, % at 20 µM, or IC50 in µM where a hit was titrated | actives 0.3% (n = 290,000); in the data active means inhibition mostly above about 52%, no sharp cut-off; inactive means mostly below about 76%; further: some results filed as inactive read as strong as hits
Myeloid diff MLP: compounds promoting myeloid differentiation | ER-HoxA9 myeloid progenitors, lysozyme-GFP differentiation, flow cytometry | calls only at 10 µM | actives 1% (n = 360,000);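 active means normalized GFP-positive differentiation at or above the plate's own cutoff, the solvent-only control mean plus 3 SD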;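 further: cells exposed to compound for four days before flow analysis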
LYP inhibition: inhibitors of LYP phosphatase, biochemical, fluorescence intensity, uHTS (AID 1779). inhibition, % at 11.5 µM; hits with a dose series show IC50 in µM. actives 0.054% (n = 290,000). recombinant LYP phosphatase, fluorescence intensity; higher % means a stronger effect; in the data active means inhibition above about 50%;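 further: plate controls were vehicle with enzyme for no effect and no enzyme for full effect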
GPR35 arrestin U2OS: GPR35 antagonists blocking zaprinast-driven arrestin recruitment, primary screen, imaging, U2OS, beta-arrestin-GFP, zaprinast agonist (AID 2058); U2OS GPR35 beta-arrestin-GFP translocation imaging, zaprinast antagonism; higher % means a stronger effect; one-dose inhibition, % at 10 µM; IC50 in µM for titrated hits; actives 0.052% (n = 290,000);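 active means inhibition of at least 50% with at least 30 cells and total cytoplasm GFP at most 10,000,000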
NTR1 ag: agonists of NTR1, primary screen, imaging, U2OS cells, beta-arrestin-GFP, high content (AID 493036); P30989; NTR1-U2OS beta-arrestin-GFP spot imaging, agonist mode; activation, % at 20 µM; actives 0.17% (n = 330,000);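 active means activation at or above 40% of the spot to cytoplasm intensity ratio, with at least 20 cells analyzed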;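 further: 0% = DMSO without peptide and 100% = 100 nM NTR1 peptide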
Target sequence (P30989 whole entry, looked up): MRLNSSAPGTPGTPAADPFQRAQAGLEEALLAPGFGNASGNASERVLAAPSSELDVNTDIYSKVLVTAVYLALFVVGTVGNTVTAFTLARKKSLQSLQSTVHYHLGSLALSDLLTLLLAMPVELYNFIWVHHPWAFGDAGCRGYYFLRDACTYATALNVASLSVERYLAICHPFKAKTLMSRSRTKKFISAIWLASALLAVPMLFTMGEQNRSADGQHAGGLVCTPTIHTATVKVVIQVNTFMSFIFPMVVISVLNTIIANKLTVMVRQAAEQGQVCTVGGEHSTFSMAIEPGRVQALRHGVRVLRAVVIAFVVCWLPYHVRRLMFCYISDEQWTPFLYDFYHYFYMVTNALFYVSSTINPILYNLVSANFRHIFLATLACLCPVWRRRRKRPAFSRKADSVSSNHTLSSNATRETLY
SIAH1 antagonists: blockers of Siah-1 interaction with plectin peptide – biochemical, fluorescence polarization, rhodamine-plectin, uHTS, primary screen (AID 1817). Siah-1 / rhodamine-plectin peptide fluorescence polarization; higher % means a stronger effect. displacement, % at 20 µM, or IC50 in µM where a hit was titrated. actives 0.02% (n = 290,000);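 active means displacement of at least 50% at 20 µM, with a fluorescence ratio check between 0.3 and a set limit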;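 further: plate controls were Siah plus tracer with DMSO for no effect and tracer alone without Siah for full effect; strong numbers were not always called active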
NTR1 ag cell count 20 µM: second read-out of NTR1 ag, no call of its own (marks repeat the call); cell count; measured here: cell count, cytotoxicity flag
Myeloid diff MLP GFP+ MAC1+ %: further read-out of Myeloid diff MLP, marked with its call; GFP+ MAC1+ double positive, %; measured here: differentiation confirmed by MAC1 staining
Numbers without * were called inactive; i = inactive; / = not tested or not shown; + = active, no number.

Each structure is followed by: MgcRacGAP inhibition | Salmonella PhoP GFP | GPR55 LPI antagonism | HIV peptide binding | Myeloid diff MLP | Myeloid diff MLP GFP+ MAC1+ % | LYP inhibition | GPR35 arrestin U2OS | NTR1 ag | NTR1 ag cell count 20 µM | SIAH1 antagonists
> CC(=O)Nc1ccccc1C(=O)N1CCc2ccccc21
  7% | 4% | 7% | 4.1% | i | 0.0 | -11% | -11% | 1.3 | 53 | -8%
> COc1ccc(CCC(=O)NNC(=O)c2ccc(F)cc2)cc1
  8% | -2% | 16% | 1.3% | i | 1.1 | -13% | 27% | -0.7 | 52 | 9%
> COc1cc(Cl)ccc1NC(=O)COc1ccccc1C(=O)NN
  6% | 7% | 20% | 0.9% | i | 0.8 | -2% | -9% | 2.3 | 48 | -1%
> CC(C)C(c1nnnn1CCc1ccccc1)N1CCSCC1 (centres undefined)
  5% | 4% | 7% | -0.7% | i | 1.1 | -7% | 14% | 0.0 | 36 | -5%
> CN1CCN(C(=O)c2ccc(F)c(F)c2)CC1
  13% | -22% | 5% | -1.0% | i | 0.2 | -9% | 17% | 0.1 | 66 | -10%
> O=C(c1ccc(S(=O)(=O)N2CCOCC2)cc1)N1CCN(c2ccccc2)CC1
  0% | 1% | 3% | -2.1% | i | 2.0 | 1% | -10% | -1.0 | 83 | 5%
> O=C(CSc1nncn1-c1cccnc1)Nc1ccccc1C(F)(F)F
  7% | 7% | -6% | -1.1% | i | 0.2 | -4% | 2% | -1.4 | 35 | -3%
> CCC(=O)Nc1ccc2c(c1)ncn2CCc1ccccc1
  5% | 2% | -3% | -1.2% | i | 0.9 | -2% | -5% | 0.5 | 42 | 2%
> CC(=O)N1CC(C)Oc2ccc(S(=O)(=O)NC(CC(=O)O)c3ccccc3C)cc21 (centres undefined)
  6% | -1% | -2% | -0.7% | i | 0.9 | -12% | 11% | 0.4 | 67 | -3%
> COCCNCCCCOc1ccc(C)cc1[N+](=O)[O-]
  22% | -3% | -4% | -2.7% | i | 0.6 | -4% | -8% | 3.6 | 40 | 0%
> CC(=O)NCc1cc(-c2ccc(Cl)cc2)no1
  5% | -7% | 8% | 0.8% | i | 0.4 | 0% | 6% | 2.4 | 47 | 4%
> Cc1ccsc1C1Nc2ccccc2-c2nc3ccccc3n21 (centres undefined)
  8% | 24% | 13% | -0.3% | i | 0.5 | -11% | -2% | 16 | 56 | -3%
> CCOC(=O)N1CCN(CC(=O)Nc2ccc(F)cc2F)CC1
  -4% | 3% | -12% | -1.0% | i | 0.3 | -7% | 8% | 2.4 | 42 | 8%
> Cc1cc(NC(=O)c2c(Br)c(C)nn2C)no1
  4% | -5% | -9% | -0.2% | i | 0.4 | -9% | 11% | -0.4 | 40 | 3%
> Cc1cccc(C(=O)N(CCc2ccccc2)Cc2ccccc2)c1[N+](=O)[O-]
  0% | -6% | 14% | -0.1% | i | 2.1 | -6% | -1% | 4.1 | 72 | 2%
> COc1ccc(/C=C/CN2CCN(CCc3ccccc3)C(CCO)C2)cc1 (centres undefined)
  8% | 10% | 8% | 1.6% | + | 6.0* | -4% | 8% | -0.1 | 58 | 5%
> N#CC1=C(N)Oc2c(oc(CO)cc2=O)C1c1ccccc1[N+](=O)[O-] (centres undefined)
  / | -12% | 0% | 4.5% | i | 0.9 | -4% | 9% | -0.6 | 43 | 3%
> COc1ccccc1OCCCCCc1c(C)n[nH]c1C
  9% | 4% | -10% | 0.3% | i | 1.2 | -8% | 4% | 0.0 | 59 | 4%
> CC(=O)N1CCc2cc(S(=O)(=O)NC(Cc3ccccc3)C(=O)NC3CCCCCC3)ccc21 (centres undefined)
  5% | -4% | 17% | -0.8% | i | 6.2 | -6% | 18% | 0.0 | 65 | 0%
> CN(C)Cc1nc2ccccc2c(=O)n1Cc1nc(-c2cc3ccccc3o2)cs1
  -2% | -1% | 21% | 0.4% | i | 0.9 | 3% | 3% | 5.9 | 72 | -2%
> C=CCNC(=S)NC(=O)c1oc2ccccc2c1C
  1% | 4% | 7% | -1.0% | i | 0.5 | -4% | -1% | -0.3 | 62 | 2%
> Cc1ccc2cccc(OCC(=O)c3cc(C)n(Cc4ccco4)c3C)c2n1
  / | -7% | 1% | 3.9% | / | / | -1% | 17% | 2.7 | 77 | 10%
> COc1ccc(C(=O)NNC(=O)c2ccccc2[N+](=O)[O-])cc1Br
  3% | 21% | -15% | 1.4% | i | 0.2 | 0% | 16% | -1.8 | 50 | 8%
> O=c1ccnc(SCCC(F)=C(F)F)[nH]1
  1% | -5% | 12% | 2.8% | i | 0.1 | 0% | 2% | 0.8 | 44 | 0%
> COc1cc(OC)cc(-n2nnnc2SCC(=O)Nc2ccc(C(C)=O)cc2)c1
  3% | 1% | -8% | -0.2% | i | 1.3 | -10% | 9% | -1.3 | 59 | -2%
> COC(=O)Cn1c2c(c3cc(C)ccc31)CCCC2NC(C)c1ccccc1 (centres undefined)
  12% | -3% | -6% | 0.0% | i | 0.5 | -3% | -1% | -0.7 | 47 | -1%
> CCOC(=O)c1sc(NC(=S)NC(=O)c2ccco2)nc1C
  3% | -8% | 0% | 7.7% | i | 1.4 | 13% | 8% | 7.0 | 68 | 7%
> CC(C)(C)c1ccc(S(=O)(=O)Nc2ccc(C(=O)N3CCCC3)cc2)cc1
  9% | 5% | 12% | -1.0% | i | 1.1 | -3% | 7% | -0.4 | 64 | 4%
> O=C(Nc1ccccc1N1CCCCC1)c1ncoc1-c1cccc(F)c1
  -12% | -5% | 14% | -0.4% | i | 0.1 | 4% | -2% | 2.5 | 57 | 3%
> CCOc1ccc(N/C(N)=N/c2nc(C)c(C)c(=O)[nH]2)cc1
  7% | 0% | -16% | -0.5% | i | 0.5 | -6% | -1% | 0.2 | 93 | -3%
> O=C(CN1CCOCC1)Nc1nc(-c2ccccc2)cs1
  8% | -6% | 2% | -1.2% | i | 0.5 | 1% | -12% | -1.3 | 83 | 5%
> O=C(CN1C(=O)COc2ccccc21)N(Cc1ccc2c(c1)OCO2)CC1CCCO1 (centres undefined)
  10% | 3% | 17% | -2.4% | i | 1.7 | -8% | -1% | -0.7 | 60 | 1%
> COc1ccc(CC(=O)O/N=C(\N)c2ccc(Br)cc2)cc1OC
  1% | 1% | -8% | 0.0% | i | 0.6 | -7% | 4% | 0.4 | 49 | 2%
> COc1ccc(CCN2CC(C(=O)N3CCC(O)(c4ccccc4)CC3)CCC2=O)cc1 (centres undefined)
  11% | -4% | 9% | -0.9% | i | 0.8 | 3% | -3% | 0.0 | 72 | 3%
> CCN(CCO)Cc1cc(=O)oc2cc3c(cc12)CCC3
  2% | -2% | -4% | -0.1% | / | / | -2% | -3% | 2.6 | 49 | 18%
> Cc1ccccc1-c1nc(CN2CCCC(C(=O)NCCCN3CCOCC3)C2)c(C)o1 (centres undefined)
  13% | 3% | -1% | 3.5% | i | 0.2 | -2% | 6% | -0.6 | 74 | 1%
> Cc1cc(C)cc(N(CC(=O)NCc2cccnc2)S(C)(=O)=O)c1
  2% | -3% | 13% | 1.3% | i | 7.2 | -4% | 10% | 0.3 | 54 | -2%
> O=C(Nc1ccc(F)cc1)N1CCN(C/C=C/c2ccccc2)CC1
  9% | 6% | 22% | -0.7% | i | 0.5 | -5% | -6% | -2.7 | 106 | 1%
> O=C(CCc1nc2ccccc2c(=O)[nH]1)N1CCCc2ccccc21
  8% | -3% | / | / | + | 2.2* | / | / | -0.1 | 77 | /
> COc1cc(/C=C2/C(=N)N3C=CSC3=NC2=O)ccc1OCCOc1ccc(NC(C)=O)cc1
  9% | 10% | 10% | 2.3% | i | 0.1 | 2% | 0% | -0.8 | 91 | 2%
> COc1cccc(OCCCn2cc(/C=C3/C(=N)N4C=C(C)SC4=NC3=O)c3ccccc32)c1
  4% | -1% | 2% | 6.5% | i | 0.7 | -1% | 4% | -0.7 | 68 | 6%
> CCCOc1ccc(CSC2=NCCN2)cc1[N+](=O)[O-]
  19% | 8% | 38% | -2.6% | i | 0.5 | -8% | 10% | 0.4 | 41 | 5%
> Cc1ccc(S(=O)(=O)N(CC(=O)NCC2CCCO2)C2CCCCC2)cc1 (centres undefined)
  0% | -1% | -2% | 0.8% | i | 0.6 | -4% | -14% | -1.8 | 45 | 2%
> Cc1ccccc1NC(=O)Cn1c(=O)n(CC2CCCO2)c(=O)c2ccccc21 (centres undefined)
  3% | 1% | -11% | 0.6% | i | 0.4 | -1% | -6% | 2.0 | 64 | -4%
> O=C(/C=C/c1ccccc1)NC(=S)Nc1ccc(CN2CCOCC2)cc1
  3% | -4% | 9% | -2.6% | i | 0.5 | 4% | 4% | 4.6 | 89 | 15%
> CCN(CC(=O)NCc1ccc(Cl)cc1)C(=O)CSc1ccccc1F
  3% | 3% | / | / | i | 1.4 | / | / | -1.4 | 46 | /
> CC(C)C(NC(=O)OC(C)(C)C)C(=O)NC(CCC(=O)OCc1ccccc1)C(N)=O (centres undefined)
  -5% | 10% | 5% | 0.1% | i | 0.5 | -6% | 1% | -0.8 | 48 | 14%
> COc1cc(CCC(C)=O)ccc1OC(=O)c1c(F)cccc1Cl
  12% | 0% | -1% | -1.1% | i | 0.5 | -5% | -5% | 2.2 | 56 | 4%
> CC(C)CNC(=O)NC(=O)COc1ccc(C=O)cc1
  7% | 14% | 13% | -0.3% | i | 0.7 | -2% | -14% | -3.0 | 77 | 5%

Shown bar-delimited: five of the compounds above.
Compound | MgcRacGAP inhibition | Salmonella PhoP GFP | GPR55 LPI antagonism | HIV peptide binding | Myeloid diff MLP | Myeloid diff MLP GFP+ MAC1+ % | LYP inhibition | GPR35 arrestin U2OS | NTR1 ag | NTR1 ag cell count 20 µM | SIAH1 antagonists
CCCOc1ccc(CSC2=NCCN2)cc1[N+](=O)[O-] | 19% | 8% | 38% | -2.6% | i | 0.5 | -8% | 10% | 0.4 | 41 | 5%
Cc1ccc(S(=O)(=O)N(CC(=O)NCC2CCCO2)C2CCCCC2)cc1 (centres undefined) | 0% | -1% | -2% | 0.8% | i | 0.6 | -4% | -14% | -1.8 | 45 | 2%
Cc1ccccc1NC(=O)Cn1c(=O)n(CC2CCCO2)c(=O)c2ccccc21 (centres undefined) | 3% | 1% | -11% | 0.6% | i | 0.4 | -1% | -6% | 2.0 | 64 | -4%
O=C(/C=C/c1ccccc1)NC(=S)Nc1ccc(CN2CCOCC2)cc1 | 3% | -4% | 9% | -2.6% | i | 0.5 | 4% | 4% | 4.6 | 89 | 15%
CCN(CC(=O)NCc1ccc(Cl)cc1)C(=O)CSc1ccccc1F | 3% | 3% | / | / | i | 1.4 | / | / | -1.4 | 46 | /

Random draw from the library; overall some 2.4% were active at least once.
